Source: PubChem BioAssay (National Center for Advancing Translational Sciences (NCATS))
Rhodamine autofl: compound autofluorescence in rhodamine spectral region; 59,000 tested, 0.05% active; AID 594; Rhodamine-region fluorescence, 547/598 nm, Tris buffer; hits give high values; max dye-equivalent concentration, M; in the data active = max dye-equivalent concentration above about 11 nM; inconclusive = between about 1.1 nM and that limit
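A six-point rhodamine series on each plate calibrates the signal. Compounds sit in 100 mM Tris (pH 8.0) for 15 min at ambient temperature before imaging through 547 nm/598 nm filters.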
Casp1 inh: caspase-1 (human) inhibition, allosteric or competitive. Caspase-1 enzyme, Ac-WEHD-AFC fluorogenic rate. Potency, µM (highest dose often 57.5 µM), for the others: at the top dose activity change, negative = inhibition, usual class: inhibitors. 75,000 tested, 0.03% active. AID 900;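 also: potency is read from the fitted curve at half-maximal effect; plate controls were vehicle for no effect and no substrate for full effect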
BRCT PPI green: blocks human BRCA1 BRCT binding to phosphopeptide, green readout; Potency, µM (highest dose often 76.9 µM), without a hit: at the highest dose activity change, negative = inhibition, most hits filed as inhibitors; 75,000 tested, 0.05% active; P38398; BRCA1 BRCT-phosphopeptide binding, green fluorescence polarization;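 also: potency is read from the fitted curve at half-maximal effect; plate controls were peptide without protein for full effect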
Target sequence (P38398 whole entry, looked up): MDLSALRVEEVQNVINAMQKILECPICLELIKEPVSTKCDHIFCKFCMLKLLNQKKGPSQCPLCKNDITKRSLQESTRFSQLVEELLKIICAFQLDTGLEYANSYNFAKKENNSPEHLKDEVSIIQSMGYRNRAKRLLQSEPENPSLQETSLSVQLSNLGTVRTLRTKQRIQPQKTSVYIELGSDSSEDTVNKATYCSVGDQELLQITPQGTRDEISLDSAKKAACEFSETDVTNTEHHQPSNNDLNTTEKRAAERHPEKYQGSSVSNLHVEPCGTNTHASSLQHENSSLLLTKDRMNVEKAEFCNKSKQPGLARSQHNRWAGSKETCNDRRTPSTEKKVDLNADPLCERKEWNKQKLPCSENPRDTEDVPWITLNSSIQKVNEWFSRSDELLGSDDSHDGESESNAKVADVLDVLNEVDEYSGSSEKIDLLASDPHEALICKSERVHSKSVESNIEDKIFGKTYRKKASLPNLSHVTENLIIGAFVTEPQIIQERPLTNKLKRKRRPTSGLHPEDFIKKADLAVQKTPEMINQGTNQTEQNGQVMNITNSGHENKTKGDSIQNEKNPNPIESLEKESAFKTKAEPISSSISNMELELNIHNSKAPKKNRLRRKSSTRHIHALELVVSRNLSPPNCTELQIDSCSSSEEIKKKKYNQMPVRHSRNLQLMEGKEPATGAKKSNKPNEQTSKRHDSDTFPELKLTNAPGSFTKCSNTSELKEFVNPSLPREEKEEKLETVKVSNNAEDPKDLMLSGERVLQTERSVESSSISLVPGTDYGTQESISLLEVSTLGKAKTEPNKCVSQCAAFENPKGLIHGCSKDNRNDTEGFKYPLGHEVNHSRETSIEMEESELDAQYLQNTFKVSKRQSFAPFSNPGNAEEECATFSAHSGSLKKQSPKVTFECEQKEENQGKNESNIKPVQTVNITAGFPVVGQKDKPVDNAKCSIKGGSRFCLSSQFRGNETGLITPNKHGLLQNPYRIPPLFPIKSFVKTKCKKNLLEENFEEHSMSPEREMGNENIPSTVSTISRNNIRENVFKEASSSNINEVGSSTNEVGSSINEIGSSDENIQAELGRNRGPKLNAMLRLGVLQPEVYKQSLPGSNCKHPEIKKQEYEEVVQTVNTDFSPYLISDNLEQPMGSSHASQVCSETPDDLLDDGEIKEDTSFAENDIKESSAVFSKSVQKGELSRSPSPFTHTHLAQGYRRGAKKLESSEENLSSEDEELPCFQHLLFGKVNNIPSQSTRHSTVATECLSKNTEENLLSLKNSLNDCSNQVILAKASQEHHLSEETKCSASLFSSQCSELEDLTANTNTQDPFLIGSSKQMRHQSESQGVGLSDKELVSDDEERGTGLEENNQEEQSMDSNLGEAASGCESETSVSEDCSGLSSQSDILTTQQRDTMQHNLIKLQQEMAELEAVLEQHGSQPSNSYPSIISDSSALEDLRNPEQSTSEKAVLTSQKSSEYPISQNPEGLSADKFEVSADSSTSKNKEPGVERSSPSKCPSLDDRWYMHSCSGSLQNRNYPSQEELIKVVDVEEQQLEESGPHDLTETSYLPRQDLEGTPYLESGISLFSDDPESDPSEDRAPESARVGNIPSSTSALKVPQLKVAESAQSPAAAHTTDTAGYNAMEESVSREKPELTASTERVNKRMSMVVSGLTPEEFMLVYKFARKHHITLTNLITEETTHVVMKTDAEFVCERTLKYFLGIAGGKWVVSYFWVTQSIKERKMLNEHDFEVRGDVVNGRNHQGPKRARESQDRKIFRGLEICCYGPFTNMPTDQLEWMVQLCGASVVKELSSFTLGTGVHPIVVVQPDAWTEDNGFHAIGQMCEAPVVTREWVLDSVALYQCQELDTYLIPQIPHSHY
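Fluorescence polarization: His-tagged BRCT (~35 kDa BRCA1 C-terminus, 250 nM) bound to 100 nM fluorescein-labeled phosphorylated 10-aa BACH1 peptide, pH 7.3 phosphate buffer with DTT and Tween 20. Compounds incubated 12 min at room temperature; inhibition read as lowered polarization.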
Fluorescein fluor: compound fluoresces in the fluorescein spectral region; Compound autofluorescence, 480/540 nm, fluorescein-equivalent; hits give high values; max fluorescein-equivalent concentration, M; 59,000 tested, 0.91% active; in the data active = max fluorescein-equivalent concentration above about 10 nM; inconclusive = between about 1.1 nM and that limit
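Compounds were pin-transferred into 100 mM Tris buffer, pH 8.0, and incubated 15 min at room temperature. Fluorescence was read at 480 nm excitation/540 nm emission. Signals were normalized to an on-plate six-point fluorescein standard curve as dye-equivalent concentration.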
USP2a inh: inhibitors of human ubiquitin-specific protease USP2a; O75604; USP2a enzymatic assay, qHTS inhibition; Potency, µM (titrated, usually from 38.3 µM), without a hit: at the top dose activity change, negative = inhibition, most hits filed as inhibitors; 60,000 tested, 0.1% active;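 also: potency is read from the fitted curve at half-maximal effect; nearly all actives have a fitted effect of over 60% in size; plate controls were DMSO for no effect and NEM full inhibition control for full effect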
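20 nM USP2 core + cpd, 30 min RT; add 20 nM Ub-PLA2/20 uM NBD C6-HPC; read Ex460/Em535 at 0 h and 2.5 h. Normalized to NEM; qHTS curve fit/classification.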
HEK293 cAMP cs: counter-screen for TSHR agonists: cAMP increase in parental HEK293; Potency, µM (titrated, usually from 57.1 µM), without a hit: at the top dose activation, most hits filed as activators; 73,000 tested, 2.5% active; parental HEK293 CNG cAMP sensor, membrane potential fluorescence; also: potency is read from the fitted curve at half-maximal effect; % of control where 0% means no effect; nearly all actives have a fitted effect of over 55% in size
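Counterscreen for endogenous-receptor signalling: CNG-channel HEK 293 cells report cAMP rise by membrane depolarization. After 60 min dye equilibration with 100 uM RO 20-1724, compounds incubated 30 min before bottom-read fluorescence at 590 nm.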
BRCT PPI red: BRCT-phosphoprotein interaction inhibition (red fluorophore); P38398; BRCT-phosphopeptide binding, red fluorescence polarization; Potency, µM (series often up to 76.9 µM), for inactives: at the top dose activity change, negative = inhibition, hits mostly inhibitors; 75,000 tested, 0.03% active; also: % is scaled to controls: 0 for no effect and ±100 for the full control effect
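Fluorescence polarization: 100 nM His-tagged BRCA1 BRCT with 100 nM TAMRA-labelled phospho-BACH1 decapeptide, phosphate buffer pH 7.3 with 150 mM NaCl, DTT, 0.01% Tween 20; 12 min RT. Binding inhibition seen as FP decrease.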
TexasRed autofl: compound fluoresces in the Texas Red spectral region | Compound fluorescence, Texas Red channel, 547/618 nm; hits give high values | max dye-equivalent concentration, M | 59,000 tested, 0.06% active | AID 587; in the data active = max dye-equivalent concentration above about 10 nM; inconclusive = between about 1.1 nM and that limit
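Pin-transferred compounds and Texas Red standards go into 100 mM Tris buffer, pH 8.0. After 15 min at room temperature, plates are imaged with 547/618 nm filters. Each value is a dye-equivalent concentration derived from the per-plate dye curve.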
4MU fluor: 4-MU region autofluorescence; compound autofluorescence, 340/450 nm, 4-MU equivalents; hits give high values; max dye-equivalent concentration, M; 59,000 tested, 11% active; in the data active = max dye-equivalent concentration above about 10 nM; inconclusive = mostly about 1.1 nM to 9.6 nM
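Intrinsic fluorescence at 340/450 nm (ex/em) was read after 15 min at room temperature in pH 8.0, 100 mM Tris. Each compound concentration expressed as 4-MU-equivalent concentration from a six-point 4-MU standard series on each plate.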
Casp7 inh: allosteric or competitive inhibitors of human caspase-7; P55210; recombinant caspase-7, Ac-DEVD-AFC fluorescence rate; Potency, µM (series often up to 57.5 µM), for the others: top-dose activity change, negative = inhibition, hits mostly inhibitors; 75,000 tested, 0.02% active; AID 889; active = well fitted inhibition curve with a large enough effect in the main read-out, with a control signal flat, not every such curve was filed as active; inconclusive = small, poorly fitted or top-dose-only effect, or a change in a side signal; also: potency is read from the fitted curve at half-maximal effect; % of control where 0% means no effect
A350 autofl: compound fluoresces in the Alexa 350 spectral region; Compound autofluorescence, 340/450 nm, Alexa 350 dye-equivalents; hits give high values; max dye-equivalent concentration, M; 59,000 tested, 11% active; AID 590; in the data active = max dye-equivalent concentration above about 10 nM; inconclusive = mostly about 1.1 nM to 9.6 nM
* hit, by the source's call; i = inactive; ? = inconclusive; · = not tested or not shown; [ ] = remark or other dose. Unless noted, calls follow the shape of the dose curve; as a rule, active = well fitted curve in the direction sought with a large enough effect; inconclusive = small, poorly fitted or top-dose-only effect, or another doubt; inactive = no such curve, though single readings can be large; an effect the other way counts as inactive or inconclusive. Not all compounds are listed. The share of hits here may be higher or lower than overall.

SMILES	Rhodamine autofl	Casp1 inh	BRCT PPI green	Fluorescein fluor	USP2a inh	HEK293 cAMP cs	BRCT PPI red	TexasRed autofl	4MU fluor	Casp7 inh	A350 autofl
CCn1c(SCC(=O)c2ccc(O)c(O)c2)nnc1-c1ccccc1OC	i	0%	-3.3%	?	9%	29%	0.6%	i	i	-6%	i
Cc1ccc(-n2nc3c(c2NC(=O)c2ccc(OC(C)C)cc2)CS(=O)C3)cc1 (stereo unspecified)	i	2%	0.1%	i	15%	?	-0.5%	i	i	1%	i
Cc1cc(NC(=O)CCN2C(=O)c3ccccc3C2=O)no1	i	0%	-1.5%	i	-6%	2%	-1.0%	?	?	-1%	?
COc1cccc(C(CC(=O)NCC2CCCO2)NS(=O)(=O)c2ccc(C)cc2)c1OC (stereo unspecified)	i	2%	-3.0%	i	8%	-2%	-0.4%	?	i	1%	i
C[C@H]1C2=C3C(CC[C@H]4C(OCc5ccc(F)cc5C(F)(F)F)OC[C@](C)([C@@H]34)N(C(=O)OC(C)(C)C)C2)C(CO)C1CO (stereo partly specified)	·	-1%	-1.4%	·	·	8%	0.4%	·	·	-7%	·
CCCc1cc(=O)[nH]c(SCC(=O)c2ccc(S(=O)(=O)N3CCCC3)cc2)n1	i	0%	-0.7%	?	1%	-2%	-2.0%	i	i	-1%	i
O=S(=O)(c1ccc2c(c1)oc1ccccc12)N1CCOCC1	i	0%	-1.8%	i	13%	7%	-0.9%	i	i	0%	i
COC(=O)[C@@]1(Cc2ccc(F)cc2)[C@H]2c3cc(C(=O)N(C)C)n(C)c3C[C@H]2CN1C(=O)c1ccccc1	·	-2%	-3.6%	·	·	?	-1.6%	·	·	-3%	·
CCC(C)(C)N1CC(=O)N(Cc2ccccc2)C(c2ccc(OC)cc2)C1=O (stereo unspecified)	i	-3%	-2.4%	i	-5%	-4%	0.2%	i	1.7e-07M*	-3%	1.6e-07M*
COc1ccc(C(CNC(=O)c2ccc3c(c2)C(=O)N(CCC(C)C)C3=O)N2CCOCC2)cc1 (stereo unspecified)	i	-2%	-1.1%	i	37%[activator]	7%	-4.7%	i	i	0%[0.00368 µM]	i
CCOC(=O)c1c(N)sn(-c2ccccc2)c1=S	i	2%	-1.3%	?	2%	-14%	-1.8%	i	i	0%	?
CN(c1cccc(NC(=O)c2ccccc2N(C)S(C)(=O)=O)c1)S(C)(=O)=O	i	-1%	-0.4%	?	1%	3%	0.0%	i	i	2%	i
CC1(C)S[C@@H]2[C@H](NC(=O)[C@@H](N)c3ccccc3)C(=O)N2[C@H]1C(=O)O[C@H]1OC(=O)c2ccccc21	i	2%[25.7 µM]	0.4%[34.4 µM]	?	-7%[17.1 µM]	-2%[25.6 µM]	0.6%[34.4 µM]	i	1.9e-08M*	-2%[25.7 µM]	1.7e-08M*
CC#C[C@@]1(O)CC[C@@H]2[C@@H]3CCC4=CC(=O)CCC4=C3[C@@H](c3ccc(N(C)C)cc3)C[C@]21C	i	·	·	i	·	-5%	·	i	i	·	i
O=C(c1cc(C(F)(F)F)cc(C(F)(F)F)c1)N1CCC2(CCCN(Cc3ccncc3)C2)CC1	i	2%	-0.1%	i	53%[activator]	21%	-2.4%	i	i	2%	i

Reprinted from the part before: five compounds, followed by the next part.
SMILES	Rhodamine autofl	Casp1 inh	BRCT PPI green	Fluorescein fluor	USP2a inh	HEK293 cAMP cs	BRCT PPI red	TexasRed autofl	4MU fluor	Casp7 inh	A350 autofl
CCOC(=O)c1c(N)sn(-c2ccccc2)c1=S	i	2%	-1.3%	?	2%	-14%	-1.8%	i	i	0%	?
CN(c1cccc(NC(=O)c2ccccc2N(C)S(C)(=O)=O)c1)S(C)(=O)=O	i	-1%	-0.4%	?	1%	3%	0.0%	i	i	2%	i
CC1(C)S[C@@H]2[C@H](NC(=O)[C@@H](N)c3ccccc3)C(=O)N2[C@H]1C(=O)O[C@H]1OC(=O)c2ccccc21	i	2%[25.7 µM]	0.4%[34.4 µM]	?	-7%[17.1 µM]	-2%[25.6 µM]	0.6%[34.4 µM]	i	1.9e-08M*	-2%[25.7 µM]	1.7e-08M*
CC#C[C@@]1(O)CC[C@@H]2[C@@H]3CCC4=CC(=O)CCC4=C3[C@@H](c3ccc(N(C)C)cc3)C[C@]21C	i	·	·	i	·	-5%	·	i	i	·	i
O=C(c1cc(C(F)(F)F)cc(C(F)(F)F)c1)N1CCC2(CCCN(Cc3ccncc3)C2)CC1	i	2%	-0.1%	i	53%[activator]	21%	-2.4%	i	i	2%	i
Cc1ccccc1Cn1nc(C)c(NC(=O)c2cc3nc(-c4ccco4)cc(C(F)(F)F)n3n2)c1C	i	?	1.2%	?	37%[activator]	-7%	-1.5%	i	3.7e-08M*	?	3.5e-08M*
COC(=O)c1ccc(C(NC(=O)OCc2ccccc2)/C(F)=C/[C@@H](C)C(=O)NCc2ccc(OC)c(OC)c2)cc1 (stereo partly specified)	·	-1%	-2.5%	·	·	13%	-0.2%	·	·	-3%	·
CC1NC(=O)NC1CCCCC(=O)O (stereo unspecified)	·	5%	-4.9%	·	·	4%	-0.8%	·	·	0%	·
CC1CCc2c(C(=O)Oc3cccc(-n4cnnn4)c3)csc2C1 (stereo unspecified)	i	-1%	3.7%	?	-19%	?	-0.1%	i	i	-5%	i
COc1ccc(N(CC(=O)Nc2cccc(SC)c2)S(C)(=O)=O)cc1	·	-6%	-2.2%	·	12%	28%	0.4%	·	·	-3%	·
c1ccc(-n2ncc3c(N4CCN(c5ccccn5)CC4)nc(N4CCCCC4)nc32)cc1	i	1%	-1.2%	?	6%	3%	0.7%	i	i	1%	i
COc1ccccc1CC(=O)NCCc1ccc(S(N)(=O)=O)cc1	i	2%	-1.1%	i	-2%	-2%	1.7%	i	i	-1%	i
Cc1nnc(C)c2c(C)n(C(C)c3ccccc3)c(C)c12 (stereo unspecified)	i	?	4.4%	i	·	28%	-0.3%	?	3.8e-08M*	-15%	3.7e-08M*
COc1ncc2nc(-c3cn(C)c4ccccc34)c(=O)n(C[C@H]3CCCO3)c2n1	i	-13%	-1.9%	i	127%[activator]	10%	0.2%	i	i	-19%	i
CC1(C)CC(=O)C=C(Nc2ccccn2)C1	i	-1%	-1.4%	i	-6%	-12%	-0.8%	?	i	0%	i
COc1cccc(S(=O)(=O)Nc2ccc(C(=O)N3CCN(C(=O)c4ccco4)CC3)cc2)c1	i	0%	0.1%	i	4%	7%	-0.8%	i	i	0%	i
CCOc1ccc(C(=S)N2CCOCC2)cc1	·	-1%	-4.9%	·	5%	-1%	1.4%	·	·	-2%	·
O=c1cc(O)c2c(=O)[nH]c(=O)n(-c3ccccc3)c2[nH]1	i	0%	-6.1%	i	4%	9%	-1.4%	i	i	-1%	i
COC(=O)NCC(c1cccnc1)N1CCN(c2ccccc2F)CC1 (stereo unspecified)	·	-1%	-15%	·	·	?	-1.1%	·	·	1%	·
Cc1ccc(NC(=O)c2ccccc2)s1	i	-1%	1.8%	i	-4%	-6%	-1.1%	?	i	1%	i
CCCn1c(NC(=O)c2ccccc2)nc2ccccc21	i	-3%	1.1%	?	-11%	?	0.1%	i	i	5%	i
O=C1CS/C(=C/C(=O)c2ccccc2)N1	·	-2%	-1.8%	·	-6%	2%	-0.7%	·	·	-1%	·
COc1cccc(C2C(C(=O)NCc3ccccc3)=C(C)Nc3ncnn32)c1 (stereo unspecified)	i	2%	-1.1%	i	-9%	-1%	0.4%	i	i	-1%	?
O=C(O)c1nccnc1C(=O)Nc1ccc(Br)cn1	·	-11%	-2.5%	·	·	4%	0.5%	·	·	1%	·
CCC(C(=O)Nc1nnc(-c2ccco2)s1)c1ccccc1 (stereo unspecified)	i	-4%	-2.7%	?	21%	4%	1.0%	?	i	-6%	i
Cc1noc(C)c1-c1nccc(NCc2cccs2)n1	i	1%	1.0%	i	-23%	14%	-1.5%	i	i	1%	i
O=C1N=C(N2CCOCC2)CS1	i	1%	-0.6%	i	-5%	1%	-0.6%	i	i	-1%	i
Cc1cccc2cc(CN(CCCO)C(=O)Nc3cccc(Cl)c3)c(=O)[nH]c12	i	-1%	2.1%	?	50%[activator]	13%	-2.3%	?	i	-8%	i
O=C(C1=C(O)C(=O)N(CCN2CCOCC2)C1c1ccccn1)c1cccs1 (stereo unspecified)	i	?	-1.3%	i	7%	0%	0.8%	i	i	?	i
CC1(C)OC(C(O)(c2cc(F)c(F)c(F)c2)c2cc(F)c(F)c(F)c2)C(C(O)(c2cc(F)c(F)c(F)c2)c2cc(F)c(F)c(F)c2)O1 (stereo unspecified)	·	-3%[11.5 µM]	-1.0%[15.4 µM]	·	·	6%[11.4 µM]	2.2%[15.4 µM]	·	·	3%[11.5 µM]	·
COc1cc(-c2cccs2)cc(=O)c2c(C)oc(C)c12	i	-12%	-0.2%	?	185%[activator]	11%	-0.5%	i	i	-15%	i
CCOC(=O)CNC(=O)C(=O)c1c(O)[nH]c2ccccc12	i	-1%	-2.3%	i	-7%	-1%	1.0%	i	i	2%	i
CCCC(=O)Nc1ccc(N2CCN(C(=O)c3cccs3)CC2)cc1	i	1%	-5.6%	i	7%	-4%	0.2%	i	i	0%	i
CCOC(=O)Nc1ccc2c(C)cc(=O)oc2c1	i	3%	0.4%	i	0%	3%	-2.6%	?	1.3e-07M*	3%	1.6e-07M*
